Rtt109 HAT inh: inhibitors of C. albicans Rtt109/Vps75 HAT, primary screen, biochemical, ThioGlo CoA-SH fluorescence, plate reader. 330,000 compounds, 0.16% hits. Histone acetyltransferase RTT109 (Candida albicans (strain SC5314 / ATCC MYA-2876)), …. inhibition, % at 34.9 µM. purified Rtt109/Vps75, 4 h;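 active means inhibition of at least 50% in every replicate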
Target sequence (Q5AAJ8 whole entry, looked up): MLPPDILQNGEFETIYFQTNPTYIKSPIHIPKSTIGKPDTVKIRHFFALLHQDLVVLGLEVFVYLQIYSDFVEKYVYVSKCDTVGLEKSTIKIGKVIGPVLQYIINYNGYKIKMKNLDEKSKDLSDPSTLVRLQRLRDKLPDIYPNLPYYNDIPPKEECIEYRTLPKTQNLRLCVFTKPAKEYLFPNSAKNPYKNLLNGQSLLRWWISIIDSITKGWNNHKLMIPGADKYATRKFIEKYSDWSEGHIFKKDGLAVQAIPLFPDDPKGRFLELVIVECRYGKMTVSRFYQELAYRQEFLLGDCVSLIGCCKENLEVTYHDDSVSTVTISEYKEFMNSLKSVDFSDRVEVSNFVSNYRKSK
CAL PDZ FP-1: CAL PDZ peptide-binding inhibitors, primary screen, biochemical, fluorescence polarization, Cer-tagged CAL PDZ, HTS | AID 504414, 2011 | inhibition, % at 20 µM | Golgi-associated PDZ and coiled-coil motif-containing protein (Homo sapiens), Q9HD26 | 330,000 compounds, 0.02% hits | purified CAL PDZ, TMR-peptide fluorescence polarization, 1 h;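 active means highest replicate inhibition of at least 40%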;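 further: plate controls were DMSO neutral control wells for no effect and unlabeled competitor peptide control wells for full effect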
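material = purified tagged CAL PDZ domain construct (CerCALP) | buffer or medium = sodium phosphate/NaCl buffer pH 7.4 with TCEP, IgG, Thesit | reagent = TMR-labelled reporter peptide T*-PRC34 bound in PDZ groove | incubation = 1 h room-temperature incubation prior to read | measured by = fluorescence polarization (mP) | evaluation = percent inhibition from loss of millipolarization | control set = unlabelled peptide and DMSO controls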
DAGLB inhibitor: DAGLB lipase inhibitors, primary screen, biochemical, fluorescence, HTS; Diacylglycerol lipase-beta (Homo sapiens), Q8NCG7; HEK293T DAGLB membrane lysate, EnzChek fluorogenic substrate; inhibition, % at 5.17 µM; 340,000 compounds, 0.059% hits; AID 504411, 2011; in the data active means inhibition above about 34%;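 further: 0% = enzyme with vehicle and 100% = wells lacking enzyme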
Target sequence (Q8NCG7 whole entry, looked up): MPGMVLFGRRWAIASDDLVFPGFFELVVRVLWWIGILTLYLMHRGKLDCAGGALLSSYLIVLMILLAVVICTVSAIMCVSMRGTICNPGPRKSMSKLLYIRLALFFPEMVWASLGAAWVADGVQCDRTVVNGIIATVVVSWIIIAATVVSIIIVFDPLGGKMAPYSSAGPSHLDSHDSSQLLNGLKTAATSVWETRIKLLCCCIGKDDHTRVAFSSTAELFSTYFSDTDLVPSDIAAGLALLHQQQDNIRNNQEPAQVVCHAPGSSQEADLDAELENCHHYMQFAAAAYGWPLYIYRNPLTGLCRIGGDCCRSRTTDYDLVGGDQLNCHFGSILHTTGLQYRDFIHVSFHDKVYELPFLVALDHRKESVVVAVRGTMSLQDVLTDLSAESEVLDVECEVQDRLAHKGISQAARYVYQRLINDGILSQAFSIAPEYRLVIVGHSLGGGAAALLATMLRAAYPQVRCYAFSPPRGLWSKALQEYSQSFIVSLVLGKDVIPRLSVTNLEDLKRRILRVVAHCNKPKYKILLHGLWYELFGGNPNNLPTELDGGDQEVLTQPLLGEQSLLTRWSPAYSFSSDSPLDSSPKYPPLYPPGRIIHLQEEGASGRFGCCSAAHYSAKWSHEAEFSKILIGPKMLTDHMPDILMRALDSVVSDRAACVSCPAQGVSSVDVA
PKA-R2B activ: activators of PKA-R2B holoenzyme, primary screen, biochemical, fluorescence polarization, Cy5-IP20, human. PKA-R2B holoenzyme dissociation; R2B truncated from residue 108, S112A mutant; 0% DMSO only, 100% 113 µM cGMP. activation, % at 11.4 µM. 340,000 compounds, 0.079% hits;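 active means activation above a cutoff set at the mean over all compounds plus 3 SD, cut at about 18% in these data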;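 further: higher means more holoenzyme dissociation and a rise in polarization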
cardiac RTF act: cardiac RTF calcium sensitivity activators, primary screen, biochemical, IANBD-TnC fluorescence, EC20 calcium. Troponin I, cardiac muscle (Homo sapiens) + Troponin T, cardiac muscle (Homo sapiens) + …. 340,000 compounds, 0.24% hits. IANBD-labeled TnC RTF fluorescence at EC20 calcium; 0% EC20 calcium, 100% full calcium. activation, % at 7.2 µM. AID 493008, 2010;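 active means activation above the mean over all tested compounds plus 3 SD, cut at about 30% in these data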;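 further: rise in fluorescence read as greater calcium sensitivity of cardiac thin filaments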
CAL PDZ FP-2: untagged CAL PDZ binding inhibitors, primary screen, biochemical, fluorescence polarization, HTS; purified CAL PDZ, TMR-peptide fluorescence polarization, 1 h; 300,000 compounds, 0.92% hits; Golgi-associated PDZ and coiled-coil motif-containing protein (Homo sapiens), Q9HD26; inhibition, % at 24.9 µM; AID 602252, 2012;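 active means mean inhibition of at least 30% with at least half of replicates also reaching 30%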;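 further: 0% = DMSO neutral control and 100% = excess unlabeled competitor peptide PRC23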
RTF Ca sens inh: cardiac RTF calcium sensitivity inhibitors, primary screen, biochemical, IANBD-TnC fluorescence, EC70 calcium. inhibition, % at 7.15 µM. AID 493244, 2011. 340,000 compounds, 0.12% hits. IANBD-labeled cardiac RTF, Ca2+ fluorescence;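 active means inhibition above the mean inhibition of all tested compounds plus 3 SD, cut at about 17% in these data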;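 further: assay run at fixed EC70 calcium of 1.6 mM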
SR-BI uptake up: activators of SR-BI mediated DiI-HDL uptake, primary screen, ldlA[mSR-BI] CHO cells, DiI fluorescence | 3 h; 100 = double the neutral-control signal | activation, % at 12.5 µM | 320,000 compounds, 0.096% hits | AID 504775, 2011;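 active means mean replicate activation of at least 60% and every replicate at or above 60%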;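 further: 0% = median plate neutral-control signal and 100% = twice that signal; values of inactives mirror those of a sister screen read the other way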
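system = CHO ldlA[mSR-BI] cells, LDL receptor-null, SR-BI overexpressing | medium = Ham's F12 with 0.5% BSA, HEPES 25 mM, pH 7.4 | probe or stimulus = DiI-HDL 10 µg/mL | compound dosing = single-point compound dose | incubation = compound exposure 3 h, 37 °C | technique = DiI fluorescence, bottom read | read-out = cell-associated DiI fluorescence as measure of HDL uptake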
Keap1-Nrf2 PPI: Keap1-Nrf2 protein-protein interaction inhibitors, primary screen, biochemical, fluorescence polarization, single point. 340,000 compounds, 0.15% hits. Keap1 Kelch-Nrf2 peptide fluorescence polarization, 1536-well. Kelch-like ECH-associated protein 1 (Homo sapiens), Q14145. inhibition, % at 9.4 µM. AID 504523, 2011; in the data active means inhibition above about 12%;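 further: human Keap1 Kelch domain with fluorescein labeled Nrf2 9mer peptide probe; 0% = neutral control wells and 100% = peptide positive control; higher means more block of Keap1 binding to Nrf2 peptide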
C-LANA FP: inhibitors of KSHV C-LANA binding to DNA, primary screen, biochemical, fluorescence polarization, FAM-LBS DNA, MBP-C-LANA, single point; 340,000 compounds, 0.078% hits; Kaposi's sarcoma herpesvirus LANA C-terminal domain (residues 932-1162) DNA binding; inhibition, % at 9 µM;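 active means highest replicate inhibition at or above 60% at 9 µM, even if other replicates fall short; inactive means all replicates below 60% inhibition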;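 further: 0% = neutral control wells and 100% = 4 µM acridine orange control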
Active calls of the source: *; / = not tested or not shown.

Every second line gives: Rtt109 HAT inh, CAL PDZ FP-1, DAGLB inhibitor, PKA-R2B activ, cardiac RTF act, CAL PDZ FP-2, RTF Ca sens inh, SR-BI uptake up, Keap1-Nrf2 PPI, C-LANA FP
(1) Cc1nc2cc(NC(=O)CSc3nc4c(C)cccc4cc3C#N)ccc2s1
  -3, -0.2, -1, 3, 5, -6, -4, -1, -3, -0.1
(2) O=C(O)c1cccc(NS(=O)(=O)c2cccc(C(=O)Nc3ccccc3[N+](=O)[O-])c2)c1
  -4, 0.4, 2, -6, 1, -3, -1, -21, -2, -0.3
(3) Cc1nc(NC(=O)COC(=O)CNC(=O)c2ccco2)c(Cl)cc1Cl
  4, -0.9, -3, -6, -3, 0, 0, 24, 4, 0.0
(4) CC(Oc1ccccc1F)C(=O)Nc1ccc2ccccc2c1 (stereo not given)
  3, -2.2, -13, -8, 4, -1, 7, 43, 3, 0.0
(5) COc1ccccc1N1CCN(C(=O)CCC(=O)N2CCN(c3ccccc3OC)CC2)CC1
  4, /, 2, 11, -5, -1, 1, -70, -6, 0.6
(6) COC(=O)c1ccc(NC(=O)C(=O)N2CCN(C(=S)Nc3ccc(C)cc3)CC2)cc1
  6, -3.0, 0, -1, 1, -2, 9, -37, 1, 0.3
(7) CCC(Sc1nc(-c2cccc(OC)c2)c(C#N)c(=O)[nH]1)C(=O)Nc1nnc(C(C)C)s1 (stereo not given)
  5, -1.4, 11, 0, 10, 3, -3, 3, -5, 0.1
(8) Cc1ccc(S(=O)(=O)Nc2ccc3c(c2)nc(CCN2CCN(c4ccccn4)CC2)n3C)cc1
  15, -3.5, -1, -1, -8, -4, 2, -34, -1, -1.1
(9) Cc1noc(C(=O)Nc2sc3c(c2C#N)CCC3)c1Cl
  0, -1.3, 0, 6, -7, /, -4, 7, 2, 2.0
(10) FC(F)(F)c1cc(-c2ccc3c(c2)OCO3)nc(NCc2ccco2)n1
  -7, 0.4, -10, -2, 0, -3, 1, 1, -4, 1.5
(11) CC(=O)C[C@@H](O)CC(=O)[C@H]1OC(=O)CCCCCCCCc2ccccc21
  -16, 0.8, -3, 5, -2, -2, 1, -4, 0, 3.3
(12) COCCCn1c(=O)/c(=C\c2ccccc2OC(F)F)s/c1=C(/C#N)C(=O)NC(C)C
  -19, 1.8, -2, 1, -4, 4, 4, -55, 4, 5.2
(13) CC(=O)Oc1ccc(N2C(=O)CC(N3CCOCC3)C2=O)cc1 (stereo not given)
  1, 0.3, -2, -10, -4, /, 1, 14, -1, -0.8
(14) Cc1cc(C)c(C)c(S(=O)(=O)NCc2ccc(C(=O)N3CCN(C)CC3)cc2)c1C
  -11, -1.8, -1, -5, -4, 4, -11, 18, 1, 0.3
(15) Cc1c(Cl)cccc1NC(=O)c1cccnc1
  -4, -1.0, -2, -4, -3, -2, 4, 7, -1, -0.2
(16) COc1ccc(NC(=O)CN(Cc2ccccc2)S(C)(=O)=O)cc1
  -5, -0.2, 0, -9, -5, -3, -1, 22, 1, -0.2
(17) COc1cccc(CC2(CO)CCN(C(=O)NC3CCCCC3)CC2)c1
  -1, -1.5, 1, -7, 2, -3, -7, -28, 0, 1.3
(18) CCCc1cc(=O)oc2c(C)c(OCC(=O)N3CCC(C(N)=O)CC3)ccc12
  -7, 0.5, -1, 2, 8, -3, -5, -17, 0, 1.1
(19) C=CCc1ccc(OCc2ccc(C(=O)OC)o2)c(OC)c1
  -2, -2.0, -8, 9, 3, -4, 1, -6, 5, 0.1
(20) Cn1cc(C[C@H](NC(=O)OC(C)(C)C)C(=O)N[C@@H](CO)Cc2ccccc2)c2ccccc21
  4, -1.2, -12, 2, -5, -13, 9, -24, -1, 0.4
(21) O=C1CC(c2ccsc2)Sc2ccccc2N1 (stereo not given)
  0, -0.4, -1, -1, 0, -8, -2, 6, 10, 6.5
(22) CC(C)(CNCc1ccccc1)NS(=O)(=O)c1ccc(Cl)cc1
  -7, -0.5, -12, -10, 2, /, 1, -1, -4, 0.2
(23) O=C(NCC(=O)N1CCC2(CC1)NCCc1[nH]cnc12)c1cccc(Cl)c1
  -3, -2.2, -2, 2, -2, -5, -1, 4, -2, 1.5
(24) CCOC(=O)N1CCN(C(=O)CSc2ccc(-c3ccccc3OC)nn2)CC1
  -9, -1.0, 1, -8, 10, -1, 7, -36, 4, 0.0
(25) O=[N+]([O-])c1cccc(NC(=S)N2CCN(S(=O)(=O)c3ccccc3)CC2)c1
  -1, -1.3, 0, 0, 1, -2, -5, -9, 2, 0.6
(26) CCCC(c1nnnn1Cc1ccc(OC)cc1)N1CCN(C(=O)c2ccco2)CC1 (stereo not given)
  5, 0.4, 1, -9, -4, /, 1, /, 2, 0.9
(27) Cc1ccc(NC(=O)CSc2nc3c(c(=O)[nH]2)CCC3)c(C)c1
  -6, -0.5, 2, -5, 2, 0, -10, 27, -1, -0.5
(28) CCCCS(=O)(=O)N1CCCC(C(=O)NCCc2ccccc2)C1 (stereo not given)
  6, -0.7, -1, -13, -9, -3, 3, -16, 2, -3.7
(29) O=C(CSc1ccc(Cl)cc1)Nc1ccc(N2CCN(C(=O)c3ccc(Cl)cc3)CC2)cc1
  15, 0.0, 2, 1, 5, /, -1, -33, -6, 0.1
(30) O=S(=O)(NC1=NCCCCC1)c1ccc(Cl)cc1
  -3, -0.5, 0, 3, 3, -2, -6, 14, /, /
(31) COC(=O)c1c(C)[nH]c(C(=O)C(C)OC(=O)c2cnc(C)cn2)c1C (stereo not given)
  -12, -1.1, 1, -2, -2, -4, -7, 11, -3, -1.9
(32) Cc1ccc(OCCNC(=O)CNC(=O)c2ccc(C)c(C)c2)cc1
  -2, -1.0, -4, 6, -2, -2, 5, 7, -5, 1.7
(33) COC(=O)c1cn[nH]c1NC(=S)Nc1ccc(C)cc1Cl
  0, -3.6, -5, -5, -3, /, -8, -10, -1, -2.3
(34) CSCCC(NC(=O)c1cccc(C)c1)C(=O)NNC(=O)c1cccs1 (stereo not given)
  -12, -0.3, -1, -8, -5, 1, -2, 15, -2, 1.0
(35) COc1cc(C(C(=O)NC2CCCC2)N(Cc2ccco2)C(=O)c2snc(C(N)=O)c2N)cc(OC)c1OC (stereo not given)
  9, -0.1, -3, -4, 1, /, -5, 4, -1, 0.4
(36) CCn1nc(C)c(/C=N/NC(=O)c2ccoc2C)c1C
  22, -1.7, -4, 1, 6, -10, 1, 9, -2, -0.9
(37) CC(C)=CCC/C(C)=C/CNC(=O)CC1C[C@H](C(=O)N2CCOCC2)[C@@]2(C)c3[nH]c4ccccc4c3CCN2C1=O (stereo not given in full)
  1, 0.8, -1, -2, -4, -3, -1, -44, 0, -0.1
(38) CCOC(=O)C1=C(C)N=c2s/c(=C/c3ccccc3)c(=O)n2C1c1ccc(OC)c(OC)c1 (stereo not given)
  -6, -2.1, -1, 5, -5, -5, 0, -17, -6, -0.6
(39) CC(C)(C)c1ccc(OCC(O)CN2CCCC2)cc1 (stereo not given)
  -2, -4.4, -2, 4, 1, -4, -10, 4, -3, /
(40) CC(=O)N1CCSc2ccc(S(=O)(=O)NCCc3ccc(Cl)cc3)cc21
  -3, -3.2, -1, 0, -3, 3, -2, -2, -9, -3.9
(41) CCCCOC(=O)/C(=C\c1ccc([N+](=O)[O-])o1)NC(=O)c1ccccc1
  -6, /, -1, -9, -1, 41*, -5, -3, -7, -1.0
(42) O=C(COC(=O)c1ccc(O)cc1O)NCCN1C(=O)CSC1=O
  1, -0.1, -1, 1, -1, -3, 0, 20, -5, -0.7
(43) O=C(Cn1c(=O)oc2ccccc21)N(Cc1ccccc1)C1CCS(=O)(=O)C1 (stereo not given)
  -4, 0.2, 1, 3, 2, -3, 8, 13, -5, 3.7
(44) Cc1cccc(OCCCC(=O)Nc2ccc(N3CCCCC3)cc2)c1C
  4, -1.6, -1, -3, 4, /, -11, -21, -3, -5.3
(45) COc1ccc(C(C)=O)cc1COC(=O)c1cc2ccccc2cc1O
  -5, -2.4, -16, 5, -4, -2, -8, /, 2, 0.0
(46) O=C1/C(=C\c2cccc(O)c2)SC(=S)N1Cc1ccccc1
  3, -0.6, -4, -1, -4, -4, -6, 8, 1, 0.5
(47) O=C(CSc1nc2c(c(=O)n1-c1ccccc1)SCC2)N1CCOCC1
  -20, -0.8, -2, -3, 6, 1, -3, 53, -1, -1.0
(48) O=C(Nc1ccon1)c1ccc(S(=O)(=O)N2CCOCC2)cc1
  -18, -2.4, -1, 7, 1, -1, -6, -14, -1, 0.1
(49) CC(C)NC(=S)N1CCN(S(C)(=O)=O)CC1
  -4, -2.6, 0, 4, -4, -2, 10, 26, 0, -1.5
(50) CCCNC(=O)C(Cc1cccc(OC)c1)NC(=O)c1ccc(C#N)cc1 (stereo not given)
  -2, -0.7, 2, 9, -3, -3, 2, 11, -3, -1.9
(51) CC(=O)NC1=NC(=O)/C(=C/N2CCOCC2)S1
  12, -1.6, 0, 4, 3, -1, -7, -3, 0, 0.4
(52) CCc1ccccc1OCC(=O)Nc1ccc2c(c1)OCCO2
  0, -2.8, -19, -14, 1, 2, 0, /, -3, 0.4
(53) COc1ccccc1-c1nc(SC)n[nH]1
  /, -0.7, -1, 5, 6, -1, -29, 21, -2, 0.2
(54) CCc1nc2ccc(C(=O)N3CCN(c4ccc(Cl)cc4)CC3)cc2nc1CC
  9, -1.0, -16, -2, -9, -2, 3, -28, 3, 0.6
(55) Cc1cccc(OCC(=O)Nc2ccc3c(c2)C(=O)NC3=O)c1
  15, -3.3, -3, -7, -2, 1, 0, 3, -2, -0.4
(56) O=C(CCCN=C1NS(=O)(=O)c2ccccc21)OCc1cc([N+](=O)[O-])cc2c1OCOC2
  -3, 0.3, 0, -12, -2, -4, -8, /, 1, -1.4
(57) CC(C)c1cc(C(=O)N2CCCC(CCC(=O)NCc3ccccc3F)C2)n(C)n1 (stereo not given)
  -9, -0.5, -2, 1, -1, 0, -23, -2, -5, 12
